# S100A4 MyoIIA = inhibitors of human S100A4 binding to myosin IIA peptide | S100A4/TAMRA-MyoIIA peptide fluorescence polarization | inhibition, % at 10.7 µM | 360,000 compounds, 0.14% hits | AID 652163;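 active means mean inhibition of at least 70% across replicates, with every replicate also reaching that level; inconclusive means mean inhibition reaches 70% but some replicates fall short; inactive means mean inhibition below 70%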
#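 assay system = human S100A4 monomer with TAMRA-labelled myosin IIA peptide | also added = labelled myosin peptide probe, 5 nM | incubation = 5 min between mix addition and reading | control set = DMSO and TFP controls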
# FN deposit inh = fibronectin deposition inhibition | AH1F fibroblasts, Alexa488-fibronectin deposition fluorescence, overnight | inhibition, % at 12.6 µM | 350,000 compounds, 0.086% hits | AID 743247;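 active means mean inhibition across replicates of 30% or more, regardless of how many single replicates reach that level; inconclusive means mean under 30% yet at least half of replicates reach 30%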;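 further: positive control wells lacked labelled fibronectin entirely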
#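 Assay system: AH1F fibroblasts assembling fluorescent fibronectin matrix; Amount: 10000 AH1F cells per well; Buffer or medium: DMEM, 2% serum; Probe or stimulus: Alexa488-fibronectin, 24 nM final in well; Doses: single compound dose, delivered by pin transfer; Incubation: 1 h adhesion, overnight exposure; Measured by: fluorescence 485/525 nm; Read-out: fibronectin deposition inhibition.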
# E-selectin induc = induces E-selectin expression in human endothelial cells | P16581 | HUVEC E-selectin immunofluorescence imaging; normalized: neutral wells 0, TNF-alpha wells 100 | activation, % at 7.58 µM | 260,000 compounds, 0.37% hits | AID 686992;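 active means mean E-selectin-positive cell signal at least 10% of the positive control, reached in at least 60% of replicates, without over 20% cell loss; inconclusive means no rule given, readout overlaps actives, possibly toxicity-flagged; inactive means the rest, including those meeting only one limit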;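 further: in these data hits start at about 27%; measured in HUVEC primary endothelial cells; signal is the percent of cells scored E-selectin positive by PE staining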
# Target sequence (P16581 whole entry, looked up): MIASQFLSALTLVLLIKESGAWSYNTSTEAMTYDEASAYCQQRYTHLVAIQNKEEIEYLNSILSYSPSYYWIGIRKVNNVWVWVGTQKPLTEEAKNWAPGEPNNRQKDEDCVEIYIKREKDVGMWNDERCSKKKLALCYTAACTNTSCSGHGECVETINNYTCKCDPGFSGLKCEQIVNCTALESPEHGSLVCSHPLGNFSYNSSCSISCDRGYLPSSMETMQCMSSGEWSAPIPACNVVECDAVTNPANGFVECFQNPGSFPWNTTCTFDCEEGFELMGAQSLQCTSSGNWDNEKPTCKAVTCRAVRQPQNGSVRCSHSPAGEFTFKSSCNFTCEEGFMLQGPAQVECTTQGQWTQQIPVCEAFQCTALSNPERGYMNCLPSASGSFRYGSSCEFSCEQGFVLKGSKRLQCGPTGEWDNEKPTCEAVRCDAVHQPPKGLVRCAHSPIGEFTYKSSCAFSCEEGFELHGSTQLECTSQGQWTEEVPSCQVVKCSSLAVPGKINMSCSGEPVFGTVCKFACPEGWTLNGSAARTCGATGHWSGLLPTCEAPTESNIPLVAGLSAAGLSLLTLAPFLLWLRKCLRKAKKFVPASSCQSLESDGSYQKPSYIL
#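 Read-out: % PE-positive cells | Test system: HUVEC | Doses: One compound dose added by pin transfer | Buffer or medium: EGM-2 over gelatin coat | Signal: Immunofluorescence imaging | Benchmarks: TNF-alpha, DMSO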
# XiGFP reactiv = activators of X-chromosome reactivation in mouse fibroblasts. XiGFP mouse fibroblasts, % GFP-positive cells imaging, 3 d; cells co-treated with 5-aza-dC sensitizer; scaled so ellipticine positive control = 100%. activation, % at 7.58 µM. 360,000 compounds, 0.055% hits;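 active means mean normalized replicate activation at least 10% and every replicate at or above 10%; inconclusive means only one of the two criteria met; inactive means mean below 10% and not all replicates reach 10%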;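 further: 0% = median of on-plate neutral control wells and 100% = ellipticine 6 µM median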
#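 Material: XiGFP fibroblasts, SV40-immortalized. Buffer or medium: DMEM plus 5-aza-dC sensitizer. Compound: single concentration per compound, delivered by pin transfer. Times: 3 days compound exposure. Controls: ellipticine 6 µM.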
# esBAF inh = blocks esBAF chromatin remodeling in mouse ES cells; Bmi1-luciferase knock-in reporter, 24 h; 100% = twice the neutral-well signal; reporter increase, % at 12.5 µM; 350,000 compounds, 2% hits; in the data active means activation above about 40%; inconclusive means no clear call, values can overlap the other calls;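 further: 0% = median of the plate's neutral control wells and 100% = double that signal; a rise in the Bmi1 reporter signal indicates esBAF inhibition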
# RAD54 inh = blocks human RAD54 Holliday junction branch migration; FAM/BHQ fluorescence; inhibition, % at 10.4 µM; 360,000 compounds, 0.14% hits; AID 602329;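 active means mean normalized replicate activity at least 40 and at least half of replicates scoring 40 or more; inconclusive means only one of the two criteria met; inactive means mean below 40 and under half of replicates reaching 40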;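 further: 0% = median of neutral control wells and 100% = median of positive control wells; inhibitors cause a drop in the FAM fluorescence signal; in these data hits start at about 50%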
# EWS-Fli block = EWS/Fli transcriptional activity inhibition | A673 NR0B1-luciferase reporter, viability-normalised | inhibition, % at 12.6 µM | 350,000 compounds, 0.67% hits | AID 651661;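 active means mean inhibition of at least 50% after viability correction, with every replicate also passing that limit; inconclusive means mean reaches 50% but only one of two replicates passes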;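 further: firefly luciferase signal divided by Alamar Blue viability fluorescence both relative to DMSO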
# RAD52 inh = RAD52 (human) annealing inhibition; 360,000 compounds, 0.46% hits; P43351; AID 651710; inhibition, % at 18.7 µM; recombinant RAD52 DNA annealing, FRET fluorescence;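 active means every replicate showing at least 50% inhibition; inconclusive means mean inhibition at least 50% but not in every replicate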
# Target sequence (P43351 whole entry, looked up): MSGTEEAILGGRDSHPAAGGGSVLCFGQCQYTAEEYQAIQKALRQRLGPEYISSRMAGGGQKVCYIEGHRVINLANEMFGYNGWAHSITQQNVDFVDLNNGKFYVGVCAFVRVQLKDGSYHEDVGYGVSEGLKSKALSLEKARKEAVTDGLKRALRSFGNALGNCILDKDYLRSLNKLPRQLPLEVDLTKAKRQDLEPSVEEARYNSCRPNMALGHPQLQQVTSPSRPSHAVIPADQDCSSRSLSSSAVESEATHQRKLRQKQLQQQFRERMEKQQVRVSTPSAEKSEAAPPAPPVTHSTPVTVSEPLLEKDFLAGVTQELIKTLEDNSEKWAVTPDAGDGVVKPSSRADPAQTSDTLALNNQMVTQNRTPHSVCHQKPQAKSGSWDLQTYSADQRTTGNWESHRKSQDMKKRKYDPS
# An asterisk follows results filed as active; ? = inconclusive; / = no result given; & = joins results of further samples.
SMILES,S100A4 MyoIIA,FN deposit inh,E-selectin induc,XiGFP reactiv,esBAF inh,RAD54 inh,EWS-Fli block,RAD52 inh
O=C(NC1CCOC1)c1ccc(OC2CCN(CCc3ccccc3)CC2)cc1 (configuration not stated),-2,-7,/,-0.1,-3,-12,-4,-12
c1ccc(Cn2nnc3c(NCCN4CCOCC4)ncnc32)cc1,1,/,/,/,-3,/,-8,-11
C=C(C)Cn1cnc2cc(C)c(C)cc21,-2,-4,/,0.2,3,0,6,-11
CN1CCC(N(C)C(=S)NC(=O)C23CC4CC(CC(C4)C2)C3)CC1,-18,1,/,0.2,/,-1,5,-15
CC(=O)c1cccc(NC(=O)c2noc3c2CCc2ccccc2-3)c1,1,-6,/,1.2,17,-2,-93,-11
COc1ccc(CCNC(=O)c2ccccc2Cl)cc1OC,1,8,-1.0,-0.8,-1,-5,0,6
COc1ccc(-c2ccc([C@H]3[C@@H](CO)N4C(=O)CN(C(=O)C5CC5)C[C@@H]34)cc2)cc1,-1,13,0.3,0.2,/,/,-1,7
O=C(COc1ccc([N+](=O)[O-])cc1)NCCc1nc2ccccc2[nH]1,1,-4,/,0.0,/,-3,-19,-22
COc1cccc(CNC(=O)COC(=O)c2ccc(-c3ccc(O)cc3)cc2)c1,-3,5,0.2,-0.1,5,1,-4,-12
COc1ccc(N2CCN(CCN3C(=O)c4ccccc4C3=O)CC2)cc1,-4,4,0.5,0.0,-2,-10,2,-4
CCN1[C@@H]2c3ccc(-c4ccncc4)c(=O)n3C[C@H]1[C@H](CO)[C@H]2C(=O)NCCc1cn(C)cn1,31,-3,-0.3,0.0,-1,-1,-4,-21
C[C@@H]1CN([C@@H](C)CO)C(=O)Cc2cc(NC(=O)CCCN(C)C)ccc2O[C@@H]1CN(C)Cc1ccc(-c2ccccc2)cc1,2,18,/,0.2,/,/,17,87*
C[C@H](CO)N1C[C@H](C)[C@H](CN(C)Cc2ccncc2)OCCCC[C@H](C)Oc2ccc(NC(=O)CCC(F)(F)F)cc2C1=O,6,/,-0.2,0.3,-2,-1,-3,10
COc1ccc(C2/C(=C(/O)c3ccc(S(=O)(=O)N4CCOCC4)cc3)C(=O)C(=O)N2CCN2CCOCC2)cc1 (configuration not stated),-9,0,0.1,0.0,1,2,3,-13
CCCCc1n[nH]c2c1/C(=N/OCC)CC(C)(C)C2,-1,1,/,-0.2,/,0,9,-5
Cc1nc(SCc2ccc(F)cc2)n[nH]1,-8,-2,/,0.0,18,-3,-1,-15
CC(C)(C)NCC(O)COc1cccc2[nH]c(=O)[nH]c12 (configuration not stated),1,-4,-0.1,-0.1,18,-12,-5,2
CCC(=O)Nc1cccc(-n2nnnc2SCC(=O)N(C(C)C)C(C)C)c1,0,-3,-0.3,0.0,7,1,-8,1
O=C(CSc1nc2ccccc2c(=O)[nH]1)Nc1ccc(N2CCOCC2)c(Cl)c1,6,-2,0.2,0.2,-4,/,-1,-7
O=C(O)CCCNC(=O)CCn1nnc2ccccc2c1=O,-5,7,1.9,0.0,6,4,-7,-7
C[C@@H]1CN([C@H](C)CO)C(=O)CCCn2nncc2CO[C@H]1CN(C)C(=O)Nc1ccc2c(c1)OCO2,1&2,-5&-1,0.0&0.2,-0.1&0.1,-1&-2,7&6,9&8,-7&9
CN1CCN(C(=O)C[C@H]2CC[C@@H]3[C@H](COC[C@H](O)CN3C(=O)Nc3ccc4c(c3)OCO4)O2)CC1,0,2,-0.2,0.3,22,8,-46,-11
COC(=O)[C@@H]1[C@@H](CO)[C@@H]2Cn3c(ccc(C4=CCCCC4)c3=O)[C@@H]2N1Cc1ccc2c(c1)OCO2,7,/,-0.2,0.5,4,-1,20,-10
Cc1cc(C)c(C(=O)N2CCCC(Nc3ccc(C)c(C)c3)C2)o1 (configuration not stated),-2,-14,/,0.1,-9,-3,5,-7
COc1cc(C)cc(OC)c1OCC(=O)Nc1cc(C)on1,11,-7,/,0.1,-7,9,-5,-13
COc1ccc(-c2ccc(C(=O)NCCN(C)C)c3occc23)c(C)c1,2,6,-0.1,-0.1,-5,1,24,11
COc1cc(/C=N/n2c(-c3ccccc3)n[nH]c2=S)ccc1O,0,-1,/,-0.7,0,/,0,-8
CCN1CCN(C(=S)Nc2cccc(C(F)(F)F)c2)CC1,-4,-3,/,0.0,-1,-1,-8,3
CS(=O)(=O)N1CC2(C1)[C@H](c1ccccc1)[C@@H](CO)N2CC1CC1,-6,/,-0.2,0.0,/,/,4,2
CCOC(=O)c1nc(Nc2cc(C)cc(C)c2)c2ccccc2n1,4,/,/,0.1,/,/,-7,-12

# Continued; it opens with the 3 that closed the last part.
SMILES,S100A4 MyoIIA,FN deposit inh,E-selectin induc,XiGFP reactiv,esBAF inh,RAD54 inh,EWS-Fli block,RAD52 inh
CCN1CCN(C(=S)Nc2cccc(C(F)(F)F)c2)CC1,-4,-3,/,0.0,-1,-1,-8,3
CS(=O)(=O)N1CC2(C1)[C@H](c1ccccc1)[C@@H](CO)N2CC1CC1,-6,/,-0.2,0.0,/,/,4,2
CCOC(=O)c1nc(Nc2cc(C)cc(C)c2)c2ccccc2n1,4,/,/,0.1,/,/,-7,-12
C[C@@H]1CN([C@H](C)CO)C(=O)c2cc(NC(=O)Nc3ccc(C(F)(F)F)cc3)ccc2O[C@H]1CN(C)S(=O)(=O)c1cn(C)cn1,-10,/,/,0.2,5,9,0,4
O=c1[nH]nc(N2CCOCC2)c(=O)[nH]1,4,-5,0.0,-0.1,/,17,1,-7
O=C(/C=C/c1ccc(Cl)c([N+](=O)[O-])c1)NCc1cccnc1,-1,-10,/,/,/,-16,/,-1
O=C(C[C@H]1C=C[C@@H](NS(=O)(=O)c2ccc(F)cc2)[C@@H](CO)O1)NC1CCCCC1,-2,/,0.4,-0.4,-2,-3,-7,-17
CS(=O)(=O)N1CCN(CC(=O)NC2CCCC2)CC1,-2,-3,0.3,0.2,-2,-1,9,-2
Cc1cc2cc(CNC(=O)c3ccc4c(c3)OCO4)ccc2[nH]1,7,/,/,/,0,-2,-14,-35
COCCN(Cc1cn(C)nc1-c1ccc(Oc2ccccc2)cc1)C(C)C,-1,1,/,0.1,5,-8,9,-9
Cc1ccc(-c2ccc3c(c2)O[C@H](CN(C)C(=O)Nc2ccccc2)[C@H](C)CN([C@H](C)CO)S3(=O)=O)cc1,-4,8,0.4,0.1,2,0,10,-14
O=c1cc(CN2CCN(CCO)CC2)c2cc3c(cc2o1)CCC3,/,1,-0.1,/,-1,22,/,/
CNC(=O)C[C@H]1CC[C@@H]2[C@H](COc3ccc(NC(=O)Nc4ccccc4OC)cc3C(=O)N2C)O1,?,3,-0.1,0.0,9,-3,-3,4
CCOc1ccc(NS(=O)(=O)c2cc(C(=O)N3CCCC3)ccc2Cl)cc1,11,3,5.4,-0.1,/,/,4,4
Cc1ccc(S(=O)(=O)Nc2cccc3c2O[C@H](CN(C)S(=O)(=O)c2cccs2)[C@@H](C)CN([C@H](C)CO)C3=O)cc1,8,/,0.0,0.0,3,7,-8,-9
COc1ccc(NS(=O)(=O)c2ccc(NC(=O)CCNS(=O)(=O)c3ccc(C)cc3)cc2)cc1,2,7,/,0.1,-3,-6,11,-13
O=C1CN(C(=O)c2ccccc2F)C(c2ccc(F)cc2)c2cc(Br)ccc2N1 (configuration not stated),3,1,/,0.1,-6,4,9,-6
O=C(Cc1ccccc1Cl)Nc1cccnc1,-2,/,/,0.2,/,/,2,-12
Cc1c(C(=O)NCc2ccc3c(c2)OCCO3)sc(=O)n1Cc1ccccc1F,0,5,/,-0.1,-1,-11,7,-9
CNc1snc(C)c1C(=O)OCC(=O)c1ccc(Cl)cc1,0,/,0.0,0.1,3,-10,-1,-8
CCC1=NN2C(=N)/C(=C\c3cccn3-c3ccc(Br)cc3)C(=O)N=C2S1,/,-7,/,0.1,-3,4,/,/
COc1ccc(-n2ncc3c2CC(C)(C)CC3NC(=O)CCN2CCCC2=O)cc1 (configuration not stated),-1,-3,/,0.0,4,3,7,-9
O=C(COC(=O)c1ccccc1)NC1CCCC1,-10,1,0.1,0.1,8,1,-15,-5
O=c1c(C=NCc2ccccc2)c(NCc2ccccc2)nc2ccccn12,4,-8,0.1,0.1,-2,-5,-37,-38
N#C[C@H]1[C@H](c2ccccc2)[C@H](CO)N1C(=O)Cc1ccccc1,17,4,0.3,0.2,5,-6,0,-34
Cn1nnnc1SCc1ccc(Cl)cc1,-4,-12,/,0.0,/,/,-3,-6
COc1ccc(CCNS(=O)(=O)CCNC(=O)c2ccc3c(c2)OCO3)cc1OC,-4,2,/,-0.1,1,2,2,-6
O=C1OC(/C(=C\Nc2cc(Cl)ccc2O)[N+](=O)[O-])c2ccccc21 (configuration not stated),-7,-3,/,0.0,/,/,4,-12
CC1CCN(c2ccc(C(F)(F)F)cc2N)CC1,2,4,0.6,0.0,-3,1,0,-14
C[C@@H]1CN([C@H](C)CO)S(=O)(=O)c2ccc(-c3ccncc3)cc2O[C@@H]1CN(C)C(=O)c1ccc2c(c1)OCO2,21,/,2.3,0.2,-13,-6,11,14
Cc1ccc(-n2ncc3c(=O)[nH]c(SCC(=O)NCC4CCCO4)nc32)cc1 (configuration not stated),-1,-1,-0.3,0.0,-6,6,4,-6
CC(NC(=O)C(C)(C)C)C(c1cccs1)N1CCN(Cc2ccccc2)CC1 (configuration not stated),0,-2,0.2,-0.1,4,2,3,-9
O=C(Nc1cccc(C(=O)O)c1)/C(=C\c1ccccc1)NC(=O)c1ccco1,3,-1,/,0.7,4,-4,6,-67
C[C@H]1CCCCO[C@H](CN(C)Cc2ccccc2)[C@@H](C)CN([C@@H](C)CO)C(=O)c2cc(NC(=O)CCCN(C)C)ccc2O1,8,-8,?,-0.1,2,-7,-1,8
COC(=O)c1ccc(CNC(=O)CCc2c[nH]c3ccccc23)cc1,-1,0,/,0.2,-3,-5,10,-9
Cc1cc(C(=O)Nc2ccc(C)c(C)c2)n(-c2ccccc2)n1,-1,4,53*,0.3,12,12,-7,-21
Cc1ccc(Nc2nc(N)[nH]c(=O)c2N=O)cc1,-1,1,0.0,0.4,-6,3,-8,-10
COc1ccc(N2CCN(C(=O)COC(=O)CCOc3ccc(C)cc3)CC2)cc1,-8,-3,-3.0,0.0,/,/,-1,-5
CCCCOc1ccccc1NC(=O)C=C(C)C,-9,/,/,/,-12,9,12,3
COc1cc(NC(=O)NCC2CCN(Cc3ccccc3Cl)CC2)cc(OC)c1OC,-4,2,-0.1,-0.1,-1,-3,6,-6
COc1cc(C(C[N+](=O)[O-])c2c(C)cc3ccccn23)ccc1O (configuration not stated),-5,5,-0.1,0.0,-1,-6,12,-3
